Assay outcomes: PubChem BioAssay, National Center for Advancing Translational Sciences (NCATS)
EPAC2 antagonist: blocks human EPAC2 exchange factor. Q8WZA2. AID 720708. Potency, µM (highest dose often 114 µM), inactives show at the highest dose activity, negative = inhibition, actives largely listed as inhibitors. actives 0.18% (n = 360,000). EPAC2 GEF exchange of Rap1B-BODIPY-GDP, fluorescence; note: potency is the fitted concentration of half-maximal effect; % is set by controls: 0 for no effect and ±100 for the full control effect; nearly all actives have a fitted effect of over 45% in size; many of its hits are not listed in these tables
Target sequence (Q8WZA2 whole entry, looked up): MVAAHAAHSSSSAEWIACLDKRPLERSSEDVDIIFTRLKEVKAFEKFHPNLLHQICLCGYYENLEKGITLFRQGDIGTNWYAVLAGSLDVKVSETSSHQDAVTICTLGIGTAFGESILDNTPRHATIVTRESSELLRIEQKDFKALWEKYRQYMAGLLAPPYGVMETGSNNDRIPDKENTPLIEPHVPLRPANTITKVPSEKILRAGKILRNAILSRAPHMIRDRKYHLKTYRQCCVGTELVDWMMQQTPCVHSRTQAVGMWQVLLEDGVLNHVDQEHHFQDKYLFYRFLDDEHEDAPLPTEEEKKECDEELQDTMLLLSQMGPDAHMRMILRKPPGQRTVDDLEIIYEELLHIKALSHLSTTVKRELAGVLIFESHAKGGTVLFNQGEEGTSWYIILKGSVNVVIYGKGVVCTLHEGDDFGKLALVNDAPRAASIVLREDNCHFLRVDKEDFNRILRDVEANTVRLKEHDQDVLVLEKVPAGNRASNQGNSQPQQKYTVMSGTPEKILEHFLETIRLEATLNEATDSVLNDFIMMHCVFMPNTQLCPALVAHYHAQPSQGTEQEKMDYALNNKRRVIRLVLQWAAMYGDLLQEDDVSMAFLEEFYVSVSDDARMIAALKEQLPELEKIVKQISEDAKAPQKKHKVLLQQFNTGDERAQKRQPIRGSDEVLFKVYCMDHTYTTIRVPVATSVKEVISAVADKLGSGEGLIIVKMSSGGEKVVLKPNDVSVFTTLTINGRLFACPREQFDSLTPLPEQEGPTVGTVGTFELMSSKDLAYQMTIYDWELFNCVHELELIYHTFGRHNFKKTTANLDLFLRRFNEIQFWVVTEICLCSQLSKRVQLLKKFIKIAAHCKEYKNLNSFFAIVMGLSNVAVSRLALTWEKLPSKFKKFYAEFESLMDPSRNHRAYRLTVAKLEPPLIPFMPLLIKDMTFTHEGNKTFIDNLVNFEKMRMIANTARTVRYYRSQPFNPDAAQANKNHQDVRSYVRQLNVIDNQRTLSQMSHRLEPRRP
pAkt inh: blocks phosphorylation of Akt. Neuro2A IGF-stimulated pAkt S473 HTRF, 20 min; stronger effect = lower value. activity change, % for hits at 50 µM. actives 0.32% (n = 360,000); in the data active = activity change below about -80%; inconclusive = mostly about -51% to -80%; note: % is set by controls: 0 for no effect and ±100 for the full control effect
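Neuro2A cells in DMEM with 0.5% FBS, overnight at 37 deg C, given compound at single 50 µM final, then IGF (6 nM final) for 20 min at 37 deg C. Lysed; phospho-Akt Ser473 by HTRF after 24 h, 665/615 ratio.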
MmCpn inh: blocks the Methanococcus maripaludis chaperonin Mm-Cpn; purified Mm-Cpn ATPase, ADP Transcreener TR-FRET; Potency, µM (highest dose often 76.9 µM), for the others: top-dose activity, negative = inhibition, usual class: inhibitors; actives 0.031% (n = 330,000); note: potency is the fitted concentration of half-maximal effect; % is set by controls: 0 for no effect and ±100 for the full control effect; nearly all actives have a fitted effect of over 80% in size
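Quantitative HTS used 25 nM Mm-CPN and 10 uM ATP in magnesium/KCl Tris buffer, pH 7.4, with 1 mM DTT. Hydrolysis ran 30 min at 37°C; ADP was read by HTRF.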
EPAC2 agonist: agonists of human EPAC2 (RAPGEF4); Q8WZA2; EPAC2 activation, biochemical qHTS; response scale: 100% = 6.5 mM cAMP response; Potency, µM (doses to about 154 µM), without a hit: at the top dose activation, hits mostly activators; actives 0.079% (n = 360,000); AID 720711; note: potency is the fitted concentration of half-maximal effect; nearly all actives have a fitted effect of over 50% in size
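Each well held 100 nM EPAC2, 250 nM RAP1B-BODIPY-GDP and 50 uM GDP. Fluorescence, read at 5-min intervals to 30 min, was referenced to a 6.5 mM cAMP positive control.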
TGFb inhibitor: inhibitors of TGF-b signaling | Potency, µM (top dose mostly 46.1 µM), inactives show at the top dose activity, negative = inhibition, usual class: inhibitors | AID 588855 | actives 1.2% (n = 410,000) | HepG2 CAGA-GFP TGF-b/SMAD3 reporter, GFP fluorescence, 18 h; TGF-beta stimulated, 500 pg/mL final; note: potency is the fitted concentration of half-maximal effect; % is set by controls: 0 for no effect and ±100 for the full control effect; nearly all actives have a fitted effect of over 65% in size
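Smad-responsive CAGA-GFP expression was quantified in HEPG2 cells exposed to compounds and 500 pg/mL final TGF-beta for 18 h at 37 degrees C; unstimulated wells defined full inhibition.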
Nrf2 block: inhibitors of Nrf2 signaling. AID 504444. actives 2.1% (n = 360,000). A549 ARE-Fluc reporter, luciferase luminescence, 18-24 h. Potency, µM (series often up to 46 µM), without a hit: at the highest dose activity change, negative = inhibition, hits mostly inhibitors; note: potency is the fitted concentration of half-maximal effect; % is set by controls: 0 for no effect and ±100 for the full control effect; nearly all actives have a fitted effect of over 60% in size
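Two sequential reads on A549 ARE_Fluc cells exposed to compound for 18-24 h: a CellTiter-Fluor fluorescence read for viability, then a luciferase luminescence read for Nrf2/ARE activity.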
A549 tox: A549 cytotoxicity, counter-screen for Nrf2 inhibitors. A549 ARE-Fluc cells, CellTiter-Fluor viability, 18-24 h. AID 504648. actives 0.16% (n = 390,000). Potency, µM (top dose mostly 46 µM), for the others: at the top dose activity change, negative = cytotoxicity, actives largely listed as inhibitors; note: potency is the fitted concentration of half-maximal effect; % is set by controls: 0 for no effect and ±100 for the full control effect
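A549 ARE-Fluc cells in 5% FBS OPTI-MEM, 5000 cells/well, rested 2 h then exposed to compounds in concentration-response for 18-24 h at 37 °C. Viability by CellTiter-Fluor fluorescence (Ex 405/Em 525) after 30 min; luciferase luminescence (BugLite, 15 min, RT) read afterwards.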
Nrf2 activator: activators of Nrf2 (ARE) signaling; AREc32 ARE-luciferase reporter (MCF7-derived line), luminescence, 24 h; AID 624171; Potency, µM (top dose mostly 46.1 µM), without a hit: top-dose activation, usual class: activators; actives 0.31% (n = 410,000); note: potency is the fitted concentration of half-maximal effect; % of control where 0% means no effect; nearly all actives have a fitted effect of over 65% in size
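AREc32 cells carrying an ARE-driven firefly luciferase, 1000 cells/well in OPTI-MEM with 5% FBS, dosed after overnight attachment and incubated 24 hr at 37 deg C. Steady-Glo luminescence read after 30 min at RT.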
CCT chaperon mod: changes cytosolic chaperonin activity; actives 0.3% (n = 360,000); purified chaperonin ATPase assay, HTRF ADP detection, 30 min; activity change, % (no concentration beside the values), hits read low; in the data active = activity change below about -30%; note: % is set by controls: 0 for no effect and ±100 for the full control effect
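TRiC (40 or 20 nM final, by batch activity) in 30 mM Tris pH 7.4, 100 mM KCl, 5 mM MgCl2, 1 mM DTT was treated with compound at 76 uM single dose, then 10 uM ATP, 30 min at 37 °C. ADP was read by HTRF Transcreener.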
Starred values were filed as active, the others as inactive; i = inactive; ? = inconclusive; · = no result given; & = joins results of further samples; [ ] = dose if it differs, or a comment. Unless noted, calls come from the whole dose curve; as a rule, active = well fitted curve in the direction sought with a large enough effect; inconclusive = small, poorly fitted or top-dose-only effect, or another doubt; inactive = no such curve, though single readings can be large; an effect the other way counts as inactive or inconclusive. These rows are one share of the data. The share of hits here may be higher or lower than overall.

SMILES	EPAC2 antagonist	pAkt inh	MmCpn inh	EPAC2 agonist	TGFb inhibitor	Nrf2 block	A549 tox	Nrf2 activator	CCT chaperon mod
CCc1cccc(C)c1NC(=O)CSc1nnc(C)o1	6.7%	i	0.0%	1.7%	-1.0%	-3.7%	0.3%	-0.5%	0.1
O=C(Cn1cc(C(=O)C2CC2)c2ccccc21)NCc1ccc2c(c1)OCO2	13.0%	i	0.2%	-4.9%	-2.5%	20.6%	-4.8%	0.4%	1.6
CC(C)(C)OC(=O)N[C@@H](C(=O)OC(C)(C)C)c1ccc(C(F)(F)F)cc1	-7.2%	i	-0.5%	-7.3%	?	0.9%	0.8%	-0.9%	-2.8
O=C1CCCN1c1ccc(CNS(=O)(=O)c2ccc(F)cc2)cc1	-0.4%	i	-0.5%	7.2%	0.8%	·	6.6%	3.0%	-0.3
COc1cccc(-c2noc(-c3ccc(Br)o3)n2)c1	2.3%	i	2.4%	-0.3%	4.0%	?	-4.5%	19.2%	-2.2
COc1ccc(CCN(C)C(=O)c2cncc(Br)c2)cc1OC	13.1%	i	-0.3%	4.8%	9.5%	-7.1%	4.5%	-0.6%	-0.5
COc1ccc(C(O)c2ncc(-c3ccccc3C)[nH]2)cc1F (stereo not drawn)	9.8%	i	·	-0.7%	-21.9%	·	·	6.7%	-0.3
COc1cccc(-n2c(SC)nnc2-c2c[nH]c3ccccc23)c1	2.5%	i	0.1%	-0.5%	-7.1%	?	-0.9%	4.0%	-1.3
Cc1occc1C(=O)NNC(=O)Nc1ccc(Cl)c(Cl)c1	4.1%	i	-2.3%	-0.7%	16.3%	?	6.9%	-0.6%	0.3
CCNC(=S)N1CCNC(=O)C1CC(=O)OC (stereo not drawn)	13.6%	i	-12.8%	-4.0%	9.1%	30.0%	-3.2%	2.8%	2.0
CCOCCCNC(=O)C(c1ccc(OC)cc1)N(Cc1ccc2c(c1)OCO2)C(=O)c1ccccc1O (stereo not drawn)	-11.0%	i	-1.6%	7.8%	5.4%&1.7%	3.9%	-1.0%&-6.4%	3.7%&2.4%	-1.2
Cc1cccc(NC(=O)c2nc[nH]c2C(=O)N[C@@H](Cc2ccccc2)C(=O)OC(C)(C)C)c1	-9.4%	i	0.9%	-7.6%	?	?	-23.4%	-4.7%	1.0
COc1ccc(-c2nc(CSCC(=O)NCc3ccco3)c(C)o2)cc1	-0.9%	i	0.0%	-8.9%	-4.2%	-9.2%	-3.7%	0.2%	-0.1
Nc1nonc1-n1nnc(C(=O)N/N=C\c2cccc(Cl)c2)c1CN1CCOCC1	-6.2%	i	0.7%	-3.1%	-15.6%	4.0%	1.5%	-1.1%	0.7
CC1(C(=O)N/N=C/c2c(F)c(F)c(F)c(F)c2F)CC1(Cl)Cl (stereo not drawn)	-9.2%	i	·	12.9%	-23.8%	-7.4%	-1.6%	?	-3.0
COc1cc2c(cc1OC)CN(CC(=O)Nc1cccc([N+](=O)[O-])c1)CC2	-2.9%	i	0.2%	4.0%	-13.5%	?	12.4%	-0.5%	-0.6
Cc1ccc(NC(=O)COC(=O)c2cc(C)nc3ccccc23)c([N+](=O)[O-])c1	-1.5%	i	-0.1%	2.3%	11.2%	7.3%	-1.7%	0.5%	0.3
CN1C(=O)CC(N2CCN(C(=O)CN3CCCC3)CC2)C1=O (stereo not drawn)	1.6%	i	1.6%	2.5%	12.1%	-15.5%	-5.6%	0.1%	0.6
CN(C)/C=C1\C(=O)Oc2ccccc2C1=O	24.7%	i	·	13.9%	33.8%[activator]	?	-14.3%	0.2%	-1.1
O=C(Cc1ccc(NC2=NC3CS(=O)(=O)CC3S2)cc1)Nc1ccc(F)cc1 (stereo not drawn)	29.4%	i	0.1%	3.6%	-3.4%	12.8%	-6.2%	-0.3%	-2.0
Cc1nc(P(=O)(c2ccccc2)c2ccccc2)c(N2CCOCC2)o1	-1.0%	i	-0.3%	5.5%	-5.0%	-12.6%	0.3%	0.3%	-2.2
CC(=O)c1ccc(S(=O)(=O)Nc2ccc(Cl)c(S(=O)(=O)N3CCCC3)c2)cc1	-4.0%	i	-1.0%	-5.6%	1.6%	?	-6.2%	0.2%	0.2
C=CCn1c(CCn2c3ccccc3c3ccccc32)n[nH]c1=S	-4.6%	i	0.7%	12.1%	-14.6%	-17.9%	10.8%	2.2%	-21.4
CCCOc1ccc(N2CC(C(=O)Nc3ccc4c(c3)OCO4)CC2=O)cc1 (stereo not drawn)	1.4%	i	-1.8%	1.3%	5.8%	7.0%	-1.4%	-1.0%	0.6
CC(NC(=O)/C(C#N)=C1\N=C(NC(=O)c2ccco2)c2ccccc21)c1ccccc1 (stereo not drawn)	-5.7%	i	2.1%	9.9%	8.6%	?	2.8%	7.8%	-0.7
CS(=O)(=O)Cc1cc(Sc2ccccc2)nc(-c2ccncc2)n1	2.1%	i	-0.4%	11.9%	-18.4%	-7.3%	0.6%	-0.7%	-0.3
CCCN1CCN(C(=O)Nc2ccc(C(=O)OCC)cc2)CC1	7.2%	i	0.7%	-2.7%	-0.7%	7.2%	-1.6%	0.8%	-8.5
CCCCc1c(-c2cccc(F)c2)ncn1CCc1ccccc1OC	?	i	·	5.9%	·	·	·	-2.3%	-3.3
COc1ccccc1OCCNC(=O)c1cccc(S(=O)(=O)NCc2ccccc2)c1	1.4%	i	1.5%	12.3%	-11.6%	-13.8%	2.3%	0.1%	0.8
COCCNC(=O)c1cccc2c(-c3ccnn3C)coc12	4.8%	i	·	8.5%	9.1%	·	·	?	2.5
C=CCNC(=O)c1ccccc1NC(=O)c1ccccc1	6.3%	i	-0.7%	-3.1%	-0.1%	-14.9%	-0.9%	0.1%	2.5
CCCC(=O)N1CCC1(C)C(=O)Nc1cc(OC)ccc1OC (stereo not drawn)	-12.6%	i	·	3.4%	15.2%	·	·	-0.9%	1.6
O=C(O)c1ccc2c(c1)C(=O)N(Cc1ccccc1)C2=O	0.1%	i	1.7%	-5.1%	-16.7%	-0.9%	-2.3%	-0.4%	-1.9
Cc1ccc(S(=O)(=O)c2n[nH]n3c2nc(=O)c2ccccc23)cc1	9.8%	i	0.1%	-3.8%	4.2%	-7.6%	-16.2%	-0.7%	0.4
O=[N+]([O-])c1cc(S(=O)(=O)NCCN2CCOCC2)ccc1Sc1nnnn1-c1ccccc1	1.2%	i	-4.0%	-7.1%	?	?	-6.0%	?	0.0
CCOC(=O)C1=CN(Cc2ccccc2)CCC1=O	5.5%	i	·	7.7%	16.1%	0.5%	2.3%	-0.4%	-1.9
CSc1n[nH]c(NC(C)=O)n1	-1.3%	i	0.1%	6.8%	-0.9%	-20.6%	-21.5%	-0.5%	-0.4
CC1(C)C(=O)Nc2ccccc2N1C(=O)Cn1ncc(Cl)c(Cl)c1=O	6.5%	i	-3.9%	4.0%	-9.5%	9.6%	10.2%	?	-0.1
CCOC(=O)C1=C(C)N=c2sc(=Cc3cc(Cl)c(OCC(=O)O)c(OC)c3)c(=O)n2C1c1ccccc1Cl (stereo not drawn)	-10.2%	i	·	8.9%	7.4%	·	·	2.4%	-0.7
CC1CCc2cc(F)cc3c(=O)c(C(=O)O)cn1c23 (stereo not drawn)	-11.3%	i	1.6%[15.4 µM]	6.2%	-5.2%	-17.7%	-2.0%	0.5%	-1.7

Taken from above.
CCCCc1c(-c2cccc(F)c2)ncn1CCc1ccccc1OC in EPAC2 agonist is entered as 5.9%
Cc1nc(P(=O)(c2ccccc2)c2ccccc2)c(N2CCOCC2)o1 in Nrf2 activator is entered as 0.3%

Additional compounds:
SMILES	EPAC2 antagonist	pAkt inh	MmCpn inh	EPAC2 agonist	TGFb inhibitor	Nrf2 block	A549 tox	Nrf2 activator	CCT chaperon mod
C(=N\N(c1ccccc1)c1ccccc1)/c1ccc(N2CCOCC2)s1	2.3%	i	1.0%	6.0%	3.1%	-6.4%	-6.1%	3.0%	-0.4
Cc1ccc(S(=O)(=O)N(C)c2cc(S(N)(=O)=O)c(C)cc2C)cc1	3.6%	i	-23.9%	7.0%	16.9%	-18.2%	4.2%	2.1%	-2.3
O=C1NC(Cc2ccc(O)cc2)c2nc3cc(F)ccc3c(=O)n2-c2ncccc21 (stereo not drawn)	6.2%	i	·	1.1%	-0.3%	·	·	2.1%	-0.2
COc1ccc(C(=O)NCc2cc(C(C)C)no2)cc1OC1CCN(C(C)C)CC1	3.1%	i	2.0%	12.5%	15.8%	8.4%	2.5%	-0.2%	0.5
CC(C)Cn1cnc2c(=O)oc3ccccc3c21	0.6%	i	-1.4%	9.2%	-7.7%	-4.1%	-2.1%	-0.4%	-3.4
CC(C)N=C1SCC(C)(/C=N/O)S1 (stereo not drawn)	10.4%	·	-1.3%	-2.0%	-2.8%	·	-7.5%	0.0%	-2.2
O=C(CSc1nnc(-c2ccc(S(=O)(=O)N3CCCC3)cc2)o1)NCc1ccccc1	-1.1%	i	2.3%	5.8%	?	-13.8%	-19.0%	0.1%	-2.5
Cc1sc2nc(CN3CCOCC3)nc(N3CCOCC3)c2c1C	-3.6%	i	1.8%	0.8%	-4.1%	-6.5%	2.0%	0.4%	1.3
CCOCCC(=O)Nc1ccc2c(c1)c(=O)n(C)n2Cc1cccc(C(F)(F)F)c1	3.7%	i	·	-0.7%	6.1%	·	·	0.2%	-1.9

Two records picked at random from the list so far, as already listed:
SMILES	EPAC2 antagonist	pAkt inh	MmCpn inh	EPAC2 agonist	TGFb inhibitor	Nrf2 block	A549 tox	Nrf2 activator	CCT chaperon mod
COc1ccccc1OCCNC(=O)c1cccc(S(=O)(=O)NCc2ccccc2)c1	1.4%	i	1.5%	12.3%	-11.6%	-13.8%	2.3%	0.1%	0.8
CSc1n[nH]c(NC(C)=O)n1	-1.3%	i	0.1%	6.8%	-0.9%	-20.6%	-21.5%	-0.5%	-0.4
